Screens from PubChem.
CHO-K1 Ca antag: counter-screen for M1 antagonists: effect in parental CHO-K1 cells | ATP-induced calcium, Fluo-8 fluorescence | inhibition, % at 3 µM | 360,000 tested, 0.6% active;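 active = inhibition above a per-plate cutoff, the plate's mean sample inhibition plus 3 SD, cut at about 24% in these data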;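 also: 0% = DMSO plus EC80 ATP and 100% = DMSO alone without ATP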
OXTR potentiate: potentiates the human oxytocin receptor response. CHO-OTR cells, Fluo-8 calcium fluorescence, potentiator mode; 0% = oxytocin EC15, 100% = EC100. 320,000 tested, 0.061% active. activation, % at 3 µM. P30559. AID 2445;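 active = activation above that plate's cutoff, the mean activation of tested compounds plus 3 SD, cut at about 6.6% in these data, passing the limit was not always enough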;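 also: 100% uses oxytocin at 75 nM as the full agonist control; some results filed as inactive read as strong as hits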
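System: human OTR in CHO cells / Also added: sub-maximal oxytocin, roughly EC15 / Control set: EC15 oxytocin low, 75 nM oxytocin high / Schedule: 6 min compound pre-incubation at room temperature, 100 s kinetic read / Compound: single-point 3.0 µM / Replication: singlicate / Technique: Fluo-8 calcium dye fluorescence / Read-out basis: % activation of max/min ratio relative to oxytocin controls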
CHO-K1 Ca PAM: M1 PAM counterscreen hit in parental CHO-K1 cells; ATP EC20, Fluo-8 calcium fluorescence; 0% at ATP EC20, 100% at ATP max; activation, % at 3 µM; 360,000 tested, 0.02% active;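 active = activation above the run cutoff, the mean activation of all test compounds plus 3 SD, cut at about 40% in these data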;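 also: peak over basal fluorescence ratio in a 140 s read after ATP addition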
M1 ag parental: nonselective activator or artifact in parental CHO-K1 cells | Fluo-8 calcium fluorescence; scaled to maximal ATP response, vehicle zero | activation, % at 3 µM | 360,000 tested, 0.48% active; in the data active = activation above about 15%;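 also: untransfected CHO-K1 host cells lacking M1 receptor as counterscreen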
GPR7 antag: human neuropeptides B/W receptor 1 antagonism. P48145. GPR7-expressing cells, fluorescence antagonist assay. inhibition, % at 4.4 µM. 290,000 tested, 1.1% active. AID 1861; in the data active = inhibition above about 16%, passing the limit was not always enough;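 also: cells stimulated with the agonist NPW; 0% = agonist with vehicle and 100% = vehicle without agonist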
Target sequence (P48145 whole entry, looked up): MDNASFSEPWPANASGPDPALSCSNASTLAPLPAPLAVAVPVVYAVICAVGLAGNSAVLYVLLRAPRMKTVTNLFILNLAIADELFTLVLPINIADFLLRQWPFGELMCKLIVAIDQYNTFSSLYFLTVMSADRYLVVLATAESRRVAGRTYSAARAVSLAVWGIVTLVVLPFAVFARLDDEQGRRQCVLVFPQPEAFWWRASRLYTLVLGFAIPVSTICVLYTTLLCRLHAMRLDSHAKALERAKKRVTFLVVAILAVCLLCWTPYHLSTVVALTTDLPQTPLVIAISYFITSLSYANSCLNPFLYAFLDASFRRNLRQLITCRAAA
TAAR1 antagonist: human TAAR1 antagonism; 360,000 tested, 1.5% active; CHO RD-HGA16 TAAR1, Fluo-8 calcium fluorescence, antagonist; inhibition, % at 3 µM; AID 624466;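 active = inhibition above a per-plate cutoff, the mean inhibition of test compounds on that plate plus 3 SD, cut at about 49% in these data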;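 also: 0% = DMSO plus EC80 beta-PEA response and 100% = DMSO alone without agonist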
Target sequence (Q96RJ0 whole entry, looked up): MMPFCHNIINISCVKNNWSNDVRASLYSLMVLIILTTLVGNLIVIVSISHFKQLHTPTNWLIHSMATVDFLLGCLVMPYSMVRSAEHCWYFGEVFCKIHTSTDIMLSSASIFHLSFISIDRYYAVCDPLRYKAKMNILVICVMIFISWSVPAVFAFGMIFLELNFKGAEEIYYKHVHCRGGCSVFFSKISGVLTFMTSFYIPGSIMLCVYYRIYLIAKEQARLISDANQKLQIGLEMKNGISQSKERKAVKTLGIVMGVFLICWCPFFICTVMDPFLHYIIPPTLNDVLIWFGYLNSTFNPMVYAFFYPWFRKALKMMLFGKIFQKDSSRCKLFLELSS
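Assay system: CHO-derived RD-HGA16 cells stably expressing human TAAR1 plus Gα16. Timing: 140 s kinetic read after compound, 140 s after agonist. Technique: kinetic Fluo-8 calcium fluorescence measurement. Measure: % inhibition of agonist calcium response.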
OXTR ag: agonists of human oxytocin receptor. CHO-OTR cells, Fluo-8 calcium fluorescence; normalized: DMSO 0%, oxytocin 100%. activation, % at 3 µM. 320,000 tested, 0.32% active. AID 2435;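 active = activation above the mean of all tested compounds plus 3 SD, cutoff set per screening run, cut at about 20% in these data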;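 also: peak over basal fluorescence ratio from a 100 s FLIPR kinetic read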
CHO parental Ca: signal in parental CHO cells, OX1R antagonist counter-screen; 330,000 tested, 0.63% active; parental CHO-K1, ATP-induced calcium, Fluo-8 fluorescence; inhibition, % at 5.6 µM;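 active = inhibition above that plate's mean sample inhibition plus 3 SD, cut at about 26% in these data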;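 also: 0% = ATP-challenged DMSO wells and 100% = DMSO wells without ATP; some compounds past the cut are filed as inactive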
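Test system: untransfected parental CHO cell line; also added: ATP stimulus; dosing: 5.6 µM, single dose; signal: calcium-sensitive Fluo-8 fluorescence; measure: percent inhibition of ATP-evoked calcium rise, normalized to controls; benchmarks: low control ATP plus DMSO, high control DMSO only; replication: one well per compound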
V1aR counter: activates human V1a receptor in oxytocin agonist counter-screen. AID 2797. 320,000 tested, 0.25% active. P37288. CHO-V1R cells, Fluo-8 calcium fluorescence, agonist mode; 0% DMSO, 100% 3 nM vasopressin. activation, % at 3 µM;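 active = activation above the mean activation of all tested compounds plus 3 SD, per screening run, cut at about 20% in these data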;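 also: signal is peak over basal fluorescence ratio across a 100 second FLIPR read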
Target sequence (P37288 whole entry, looked up): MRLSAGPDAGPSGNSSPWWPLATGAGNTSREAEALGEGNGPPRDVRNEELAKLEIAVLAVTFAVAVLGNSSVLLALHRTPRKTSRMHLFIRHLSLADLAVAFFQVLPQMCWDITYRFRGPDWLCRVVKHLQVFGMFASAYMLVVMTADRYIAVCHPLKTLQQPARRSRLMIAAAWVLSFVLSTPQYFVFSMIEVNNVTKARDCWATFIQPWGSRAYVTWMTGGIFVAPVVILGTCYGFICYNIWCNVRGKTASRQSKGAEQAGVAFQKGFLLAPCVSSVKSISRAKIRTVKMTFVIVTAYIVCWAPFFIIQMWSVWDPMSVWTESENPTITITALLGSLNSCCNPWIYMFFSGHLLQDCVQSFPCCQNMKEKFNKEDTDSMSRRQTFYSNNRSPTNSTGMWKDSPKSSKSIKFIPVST
Active calls of the source: *; nt = not tested or not shown.

smiles,CHO-K1 Ca antag,OXTR potentiate,CHO-K1 Ca PAM,M1 ag parental,GPR7 antag,TAAR1 antagonist,OXTR ag,CHO parental Ca,V1aR counter
COc1ccc(CC(=O)c2ccc(OC)c(OC)c2)cc1,0,-2,13,0.6,-1,-24,-1.0,-19,1.4
CSCCC(NC(=O)c1ccc([N+](=O)[O-])cc1Cl)C(=O)OC1CCCCC1=O (stereo not drawn),-2,0,-7,1.0,-9,1,-0.5,-10,-0.1
CN(C(=O)Nc1ccc(Cl)cc1Cl)[C@H]1c2cc(Br)ccc2OC[C@H]1CO,-18,-10,13,-0.1,-4,-23,-1.7,-8,-1.6
O=c1c2c(-c3cccs3)csc2ncn1-c1ccccc1,-6,-7,17,0.1,-16,6,-2.2,-15,-1.6
COc1cc([N+](=O)[O-])ccc1NC(=O)Nc1nc2c(s1)CCCC2,-9,4,18,0.3,-8,3,-0.9,-16,0.7
O=C(Nc1ccc(OCc2ccccc2)cc1)Nc1nnc([C@@H]2C[C@H](O)[C@@H](CO)O2)s1,4,nt,1,4.5,nt,-34,nt,nt,nt
CCOC(=O)c1sc(NC(=O)CCCn2nc([N+](=O)[O-])cc2C)c(C(=O)OCC)c1C,9,-6,-1,-0.3,-2,3,-1.0,-22,0.4
N#Cc1ccc(-c2nc3ccc(Br)cn3c2Cc2ccsc2)cc1,2,nt,-10,-0.1,nt,-11,nt,nt,nt
COc1ncccc1-c1nnn(-c2ccc(C)cc2)n1,-16,-7,18,-0.1,-6,10,-2.6,-7,-0.8
COc1ccc(Nc2nc(N)c([N+](=O)[O-])c(N3CCN(C)CC3)n2)cc1,1,-11,4,1.1,-14,18,-1.2,-13,1.4

Molecules above that contain bromine (2):
smiles,CHO-K1 Ca antag,OXTR potentiate,CHO-K1 Ca PAM,M1 ag parental,GPR7 antag,TAAR1 antagonist,OXTR ag,CHO parental Ca,V1aR counter
CN(C(=O)Nc1ccc(Cl)cc1Cl)[C@H]1c2cc(Br)ccc2OC[C@H]1CO,-18,-10,13,-0.1,-4,-23,-1.7,-8,-1.6
N#Cc1ccc(-c2nc3ccc(Br)cn3c2Cc2ccsc2)cc1,2,nt,-10,-0.1,nt,-11,nt,nt,nt

Next section
smiles,CHO-K1 Ca antag,OXTR potentiate,CHO-K1 Ca PAM,M1 ag parental,GPR7 antag,TAAR1 antagonist,OXTR ag,CHO parental Ca,V1aR counter
O=S(=O)(Nc1nc2ccccc2nc1NCC1CCCO1)c1cc(Cl)ccc1Cl (stereo not drawn),-6,-3,4,5.3,-12,-31,2.8,3,4.6
O=C1C2C3C=CC([C@@H]2C(=O)N1C1CC1)[C@H]1C(=O)N(C2CC2)C(=O)C31 (stereo partly drawn),6,3,3,0.2,-3,13,0.7,-4,0.4
CC1(C)C2CCC1(CS(=O)(=O)N1CCN(c3ccccc3F)CC1)C(=O)C2 (stereo not drawn),-22,-10,12,2.5,1,-16,-0.2,-3,0.8
CS(=O)(=O)N1CCN(c2ccc(NC(=S)NC(=O)c3cccs3)cc2)CC1,-8,-1,12,1.4,-13,6,0.3,-9,-0.7
COCCn1nnnc1CN1CCN2CCCC2C1 (stereo not drawn),-17,1,-8,0.2,-1,0,0.3,6,1.1
O=C(NCC(=O)N(CC1CCCO1)C(C(=O)NC1CCCCC1)c1ccc(F)cc1)c1ccco1 (stereo not drawn),-14,-8,2,-0.2,-2,6,-0.6,-17,0.3
COc1ccc(/C=C/C(=O)NCCc2ccc(OC)c(OC)c2)cc1,-10,-3,27,5.0,-9,7,-1.0,-16,-0.6
COCCN(C(=O)c1cc(-c2ccncc2)nc2ccccc12)c1c(N)n(CC(C)C)c(=O)[nH]c1=O,12,-3,-16,0.0,nt,1,-0.1,-6,1.1
O=C(CN(C(=O)CCC(=O)Nc1ccccn1)c1ccc(F)cc1)NCCc1ccccc1,-10,-14,2,3.1,9,-1,3.0,-10,2.8
CN(CC(=O)Nc1ccc(F)c(F)c1F)C(=O)C1CC(=O)N(c2ccc3c(c2)OCCO3)C1 (stereo not drawn),15,-6,-19,0.2,nt,-30,-1.4,-14,-0.8
C=CCN(c1ccc(C(=O)Nc2cccc(C)c2)cc1)S(C)(=O)=O,0,-4,5,1.0,-10,8,1.0,-14,1.4
O=C(c1ccc(S(=O)(=O)N2CCOCC2)cc1)N1CCN(c2ccccn2)CC1,-1,2,-2,1.0,-10,-7,0.7,-2,0.5
C=CCn1c(SCc2c(C)noc2C)nc2sc3c(c2c1=O)CCCCC3,-13,-6,14,0.3,-4,-1,0.0,-38,-1.0
Cc1c(CNC(=O)c2nn3c(c2Cl)NC(c2ccccc2)CC3C(F)(F)F)cnn1C (stereo not drawn),-13,-8,-3,3.8,-2,-4,7.9,-4,3.6
COC(=O)N/N=C/c1ccccc1OCCOc1ccc(OC)cc1,-5,-3,5,1.9,-2,-30,-0.8,-3,2.1
COCCn1ccc2c(OCC(=O)NCCc3ccccc3)cccc2c1=O,2,-6,-7,0.6,nt,6,-1.3,-3,-0.9
Cc1ccc(-c2nc3cc(C)c(Br)c(C)n3c2Cc2ccsc2)cc1,-27,nt,2,-0.2,nt,-33,nt,nt,nt
COc1ccc(-c2cccc(NS(=O)(=O)c3cc([N+](=O)[O-])c(C)c([N+](=O)[O-])c3)c2)nn1,-1,-15,2,3.2,nt,-18,4.4,-4,2.8
O=c1[nH]c(=S)[nH]c2c1C(C1CCCCC1)OC(C1CCCCC1)C2 (stereo not drawn),-4,nt,14,1.0,nt,22,nt,nt,nt
CCNc1nc(Cl)nc(-c2cn(-c3ccccc3)c3ccccc23)n1,7,-6,-19,-0.7,-4,9,-0.8,-9,-0.8
CC1(NC(=O)c2cccc(S(=O)(=O)N3CCN(c4ccccc4)CC3)c2)CCS(=O)(=O)C1 (stereo not drawn),1,-5,3,0.9,nt,1,-0.2,-5,-0.7
CCOC(=O)c1[nH]c2ccc(C)cc2c1N=CN(CC)CC,9,-12,4,0.8,6,-2,0.5,-15,3.4
COc1cc(/C=C/C(=O)NC(C)C2CC3CCC2C3)cc(OC)c1OC (stereo not drawn),-1,-1,3,5.6,0,-17,-2.4,-25,-0.8
COc1ccc(C2(C)NC(=O)N(CC(=O)Nc3c(C)n(C)n(-c4ccccc4)c3=O)C2=O)cc1 (stereo not drawn),-4,-6,6,0.8,nt,-5,-0.3,0,1.1
N#Cc1ccc(CSc2nnc(-c3c[nH]c4ccccc34)n2-c2ccccc2)cc1,-1,-6,4,2.1,8,15,-1.4,-8,0.0
Cc1[nH]c2ccccc2c1SCc1n[nH]c(=S)n1C,1,-8,-8,0.2,-3,9,3.7,-16,2.1
Cc1ccc(-c2csc3ncn(CC#N)c(=O)c23)cc1C,-4,-9,-7,1.1,-13,-21,-1.2,0,-0.8
CCC(=NCCc1c(C)[nH]c2ccc(C)cc12)C1=C(O)CC(c2ccccc2)CC1=O (stereo not drawn),-3,-5,16,0.6,-5,3,-2.1,-13,-0.4
N=c1n(CC(=O)O)c2ccccc2n1Cc1ccccc1Cl,-19,-3,24,0.8,-2,-4,-0.2,-9,0.6
COc1ccc(NC(=O)[C@@H]2CCCN2S(=O)(=O)c2ccccc2F)cc1S(=O)(=O)N1CCCCC1,-8,-6,3,1.4,nt,20,-0.3,-20,0.4
COc1ccc(-c2nc(N)nc(C(F)(F)F)c2-c2ccccc2OC)c(O)c1,-12,-15,11,0.9,-16,11,1.4,-2,2.1
COc1ccc(S(=O)(=O)NNc2nc(C)cc(C)n2)cc1[N+](=O)[O-],-14,-7,21,1.9,0,-27,0.8,7,2.2
CCOC(=O)n1c(=O)n(Cc2ccccc2)c2ccccc21,-2,-2,18,5.6,-16,5,-2.5,-22,-1.6
Cc1ccc(Cc2cnc(N3C(=N)SC(c4ccccc4)C3=O)s2)cc1 (stereo not drawn),10,-11,-11,-0.2,-1,-2,-1.8,24,-0.6
O=C(COC(=O)c1ccc(F)c(S(=O)(=O)N2CCOCC2)c1)NCc1ccco1,-5,2,1,1.1,-19,-1,1.3,-5,0.5
CCc1ccc(-n2c(SCC(=O)N3Cc4ccccc4CC3C(=O)O)nnc2-c2ccncc2)cc1 (stereo not drawn),1,-2,5,0.3,21*,-16,0.0,-23,-0.7
O=C(Cn1c(=O)oc2cc(S(=O)(=O)N3CCOCC3)ccc21)N1CCc2ccccc2C1,10,-5,4,0.2,-3,-7,1.5,-3,0.3
CCOC(=O)CC1C(=O)NCCN1S(=O)(=O)c1ccc(C)cc1 (stereo not drawn),-4,-2,5,-0.1,0,13,0.0,-7,1.2
CC(=O)N1c2ccc(S(=O)(=O)N(C)Cc3ccco3)cc2CC1C (stereo not drawn),-10,-6,14,6.1,3,4,2.2,-2,2.8
O=C(CSc1nnc(Cn2c(=O)sc3ccccc32)n1-c1ccccc1)N1CCOCC1,-15,-1,21,0.8,7,-13,0.4,-6,0.7
O=C(O)CCCN1C(=O)C(=O)/C(=C(/O)c2ccccc2)C1/C=C/c1ccccc1 (stereo not drawn),-1,-1,10,-0.1,-8,-3,1.0,0,0.9
CC(=O)N(C(C)=O)c1ccc(Oc2ccc(Oc3ccc(N(C(C)=O)C(C)=O)cc3)cc2)cc1,-2,nt,9,14,nt,11,nt,nt,nt
COc1ccccc1CNc1nc(NCc2ccccc2OC)c2sccc2n1,1,nt,12,3.2,nt,19,nt,nt,nt
CCN(CC)CCn1c(NS(=O)(=O)c2ccc(C)cc2)nc2ccccc21,-5,-5,-4,-0.2,nt,-11,-0.3,-16,0.3
Cc1ccc(S(=O)(=O)N(C)C[C@@H]2Oc3ccc(NS(=O)(=O)c4ccccc4)cc3CC(=O)N([C@@H](C)CO)C[C@H]2C)cc1,-1,nt,-7,-0.3,nt,-4,nt,nt,nt
CC(C)CNC(=O)CC1Nc2ccccc2NC1=O (stereo not drawn),-7,-9,7,1.1,-2,nt,-0.2,-10,-0.4
COc1ccc(C2=NOC(C(=O)NCc3ccco3)C2)cc1 (stereo not drawn),-14,0,10,0.9,15,4,0.9,-7,1.5
COc1ccc(OCC(=O)Nc2nc3c(s2)CCCC3)cc1,2,-7,-4,4.8,-5,-10,0.9,-13,2.6
CC(O)Cn1nc([N+](=O)[O-])nc1N (stereo not drawn),-9,-6,-4,0.2,13,-56,1.4,-13,-0.2
COc1ccccc1C(CNC(=O)c1cccc(NS(=O)(=O)c2ccc(C)c(F)c2)c1)N1CCCC1 (stereo not drawn),-8,-2,-11,1.4,nt,-28,0.0,-19,0.2
Cn1c2c(c(=O)[nH]c1=O)C(NC(=O)c1ccco1)(C(F)(F)F)C(=O)N2 (stereo not drawn),-6,2,6,-0.3,-1,-8,6.8,-2,1.3
